Screens as filed in PubChem BioAssay.
IL1B NFkB pot: enhancers of NFkB p65 translocation in HUVEC – imaging, IL-1B stimulus, high-content imaging, primary screen; HUVEC IL-1B NFkB p65 nuclear translocation imaging; hit rate 0.3% among 94,000; activation, % at 2 µM; AID 819, 2007;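 active = activation above 40%, about the mean plus 3 SD, also judged a hit on visual image review; inconclusive = activation above 40% but not a hit on visual review; inactive = activation not above 40% and no visual hit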;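 also: percent activation is computed from the nuclear over cytoplasmic p65 intensity ratio; values of inactives mirror those of a sister screen read the other way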
MRP resist rev: reversal of MRP1-mediated doxorubicin resistance, primary screen, H69AR cells, doxorubicin co-treatment | AID 602, 2007 | differential viability (reversal), % at 10 µM | hit rate 0.04% among 85,000 | H69AR cells + 2 uM doxorubicin, CellTiter-Glo, 72 h;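 active = viability drop by adding the cancer drug above about 55%, with treated viability meeting a 40% cutoff, limit read from the data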;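 also: viability without doxorubicin minus viability with 2 µM doxorubicin for each compound; larger differential means the compound sensitizes cells more to doxorubicin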
NFkB transloc inh: inhibitors of IL-1B driven NFkB p65 nuclear import, primary screen, imaging, HUVEC, IL-1B stimulus, high-content imaging. HUVEC IL-1B NFkB p65 nuclear translocation imaging. inhibition, % at 2 µM. hit rate 0.43% among 94,000;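 active = inhibition above about 30% together with a positive call from visual inspection of the well image, limit read from the data; inconclusive = inhibition above a set limit but visual check negative; inactive = inhibition not above a set limit, visual check negative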;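 also: nuclear over cytoplasmic p65 intensity ratio measured by imaging; 0% = IL-1B stimulated DMSO wells and 100% = unstimulated DMSO wells; values of inactives mirror those of a sister screen read the other way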
Bcl-B displacement: displacers of TR3 peptide from Bcl-B, primary screen, selectivity assay for Bfl-1 inhibitor project, biochemical, fluorescence polarization | Bcl-2-like protein 10 (Homo sapiens) | FP displacement of FITC-TR3 peptide from Bcl-B; higher % means a stronger effect | displacement, % at 20 µM; hits with a dose series show IC50 in µM | hit rate 0.11% among 96,000 | AID 748, 2007;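 active = displacement above 50% at 20 µM plus a fluorescence interference ratio under 1.5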;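 also: plate controls were wells without compound for no effect and wells lacking Bcl-B protein for full effect; a part of the inactive calls stands beside numbers as strong as those of hits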
PLAP inhibitors HTS: PLAP enzyme inhibitors, biochemical, luminescence, HTS (AID 690); Alkaline phosphatase, placental type (Homo sapiens); hit rate 0.08% among 96,000; inhibition, % at 20 µM, or IC50 in µM where a hit was titrated; purified PLAP, luminescent substrate; higher % means a stronger effect; in the data active = a potency from the dose series; inactive = the rest, 99 in 100 with inhibition below about 30%; also: strong numbers were not always called active
MRP resist rev cytotoxicity: further read-out of MRP resist rev, marked with its call; viability, %; H69AR cells, CellTiter-Glo, 72 h; measured here: cytotoxicity without doxorubicin
MRP resist rev with doxorubicin: further read-out of MRP resist rev, marked with its call; viability, %; measured here: viability with 2 uM doxorubicin; active compounds read low
NFkB transloc inh cell count 2 µM: second read-out of NFkB transloc inh, no call of its own (marks repeat the call); cell count; measured here: cells passing quality filter;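 raw number of nuclei counted in each imaged well without normalization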
IL1B NFkB pot cell count 2 µM: recorded beside IL1B NFkB pot, whose call it bears; cell count; measured here: cells passing quality filter
* marks the source's active call; other numbers are inactive results; ? = inconclusive; · = not tested or not shown.

SMILES | IL1B NFkB pot | IL1B NFkB pot cell count 2 µM | MRP resist rev | MRP resist rev cytotoxicity | MRP resist rev with doxorubicin | NFkB transloc inh | NFkB transloc inh cell count 2 µM | Bcl-B displacement | PLAP inhibitors HTS
COCCNC(=O)c1c[nH]c2ccc(S(=O)(=O)N3CCC4(CC3)OCCO4)cc2c1=O | 32.2 | 137 | -13.1 | 78.8 | 91.9 | -32.2 | 137 | -13.7% | -22.3%
CC1=NN(c2ccccc2)C(=O)/C1=C\N1CC(C)OC(C)C1 (stereo unspecified) | -7.1 | 156 | · | · | · | 7.1 | 156 | 0.9% | -14.8%
CC(C)Sc1nc(NCc2ccco2)c2c3c(sc2n1)COC(C)(C)C3 | · | · | 12.1 | 53.4 | 41.3 | · | · | -32.9% | -65.8%
COc1cccc(CNc2ccc(Br)cn2)c1O | -17.0 | 112 | 2.2 | 94.0 | 91.8 | 17.0 | 112 | -7.2% | 9.0%
O=C(NC1CCCC1)C(c1ccco1)N(Cc1ccccc1)C(=O)c1csnn1 (stereo unspecified) | 7.3 | 141 | -9.3 | 73.3 | 82.6 | -7.3 | 141 | -7.4% | 23.4%
COc1ccc(CC(=O)NC2=NCCS2)cc1 | -3.0 | 190 | · | · | · | 3.0 | 190 | 11.5% | -3.3%
CCOc1cc(S(=O)(=O)NC2CCCC2)ccc1Cl | 3.6 | 130 | -17.1 | 90.7 | 107.8 | -3.6 | 130 | 4.8% | 3.8%
O=C(c1ccco1)N(Cc1cccs1)C1CCS(=O)(=O)C1 (stereo unspecified) | -5.9 | 86 | 23.0 | 92.9 | 70.0 | 5.9 | 86 | -2.1% | 7.8%
COc1ccc(NC(=O)Nc2ccc3nccnc3c2)cc1 | · | · | 6.2 | 81.7 | 75.5 | · | · | 5.5% | 20.0%
O=S1(=O)NC(=NC2CCCCCC2)c2ccccc21 | 3.3 | 122 | 5.3 | 85.8 | 80.5 | -3.3 | 122 | -0.6% | -4.1%
CCOC(=O)C1C(c2ccc3c(c2)OCO3)NC(=O)NC1(O)C(F)(F)F (stereo unspecified) | -6.7 | 102 | 5.0 | 85.5 | 80.5 | 6.7 | 102 | -5.7% | -4.8%
COc1ccc(C2=Nn3c(nnc3-c3ccccc3OC)SC2)cc1OC | -29.1 | 119 | · | · | · | 29.1 | 119 | -7.5% | -12.1%
Cc1ccccc1C(=O)Nc1ccc(N2CCOCC2)nc1 | 6.2 | 185 | · | · | · | -6.3 | 185 | -9.6% | 18.0%
O=C1C2C(c3ccccc3)C=CC(c3ccccc3)C2C(=O)N1C1CCCCC1 (stereo unspecified) | 1.9 | 163 | 6.6 | 82.0 | 75.5 | -2.0 | 163 | -6.3% | 23.3%
O=C(Cn1cnc2ccccc2c1=O)c1ccccc1 | -5.1 | 96 | 1.5 | 95.0 | 93.6 | 5.1 | 96 | · | ·
COC(=O)c1ccc(-n2cncn2)c(F)c1 | 0.1 | 148 | · | · | · | -0.1 | 148 | -0.5% | 3.5%
Cc1cccc(CSc2cccc3cccnc23)c1 | 9.2 | 174 | · | · | · | -9.3 | 174 | -4.2% | 31.9%
COc1cc(-c2nn3c(-c4cccc(C)c4)nnc3s2)cc(OC)c1OC | 3.4 | 175 | 18.7 | 92.7 | 73.9 | -3.4 | 175 | -5.1% | -29.7%
O=C(Cn1cnc2cc(Cl)ccc2c1=O)Nc1ccc2c(c1)OCO2 | -2.2 | 175 | · | · | · | 2.2 | 175 | 7.0% | 13.2%
CN1C(=O)c2oc3ccc(Br)cc3c(=O)c2C1c1ccncc1 (stereo unspecified) | · | · | 11.2 | 91.2 | 80.0 | · | · | 4.8% | 10.2%
Cc1c(NC(=O)CSc2nccn2C)c(=O)n(-c2ccccc2)n1C | -10.7 | 194 | · | · | · | 10.7 | 194 | 1.2% | 2.0%
COCCCn1c(SCC(N)=O)nnc1-c1ccccc1 | 4.2 | 72 | 3.3 | 96.3 | 93.1 | -4.2 | 72 | -12.8% | 11.8%
COc1ccc(C(=O)NCC(C)C)c(OC)c1 | 9.7 | 114 | 10.5 | 91.6 | 81.2 | -9.7 | 114 | · | ·
O=C(CCCSc1nnnn1-c1ccccc1)c1ccc(F)cc1 | -7.4 | 114 | · | · | · | 7.4 | 114 | 4.8% | 15.0%
O=C(Oc1ccccc1)c1cccc(COC(=O)c2cnccn2)c1 | 29.7 | 14 | -16.9 | 91.7 | 108.6 | -29.7 | 14 | -5.5% | 15.9%

Three compounds from above, arranged by the value under IL1B NFkB pot cell count 2 µM, lowest first:
| Molecule | IL1B NFkB pot | IL1B NFkB pot cell count 2 µM | Bcl-B displacement | PLAP inhibitors HTS |
| --- | --- | --- | --- | --- |
| O=C(CCCSc1nnnn1-c1ccccc1)c1ccc(F)cc1 | -7.4 | 114 | 4.8% | 15.0% |
| COCCNC(=O)c1c[nH]c2ccc(S(=O)(=O)N3CCC4(CC3)OCCO4)cc2c1=O | 32.2 | 137 | -13.7% | -22.3% |
| Cc1cccc(CSc2cccc3cccnc23)c1 | 9.2 | 174 | -4.2% | 31.9% |

Returning to the listing with the 2 entries that preceded the break.
SMILES | IL1B NFkB pot | IL1B NFkB pot cell count 2 µM | MRP resist rev | MRP resist rev cytotoxicity | MRP resist rev with doxorubicin | NFkB transloc inh | NFkB transloc inh cell count 2 µM | Bcl-B displacement | PLAP inhibitors HTS
O=C(CCCSc1nnnn1-c1ccccc1)c1ccc(F)cc1 | -7.4 | 114 | · | · | · | 7.4 | 114 | 4.8% | 15.0%
O=C(Oc1ccccc1)c1cccc(COC(=O)c2cnccn2)c1 | 29.7 | 14 | -16.9 | 91.7 | 108.6 | -29.7 | 14 | -5.5% | 15.9%
Cc1cccc2cc(CN(Cc3ccccc3)C(=O)N(C)C)c(=O)[nH]c12 | 13.4 | 120 | 7.7 | 86.5 | 78.8 | -13.4 | 120 | -5.9% | -7.4%
O=C(c1ccc(Cl)cc1)c1coc2ccc(O)cc12 | 7.3 | 177 | 12.3 | 82.8 | 70.5 | -7.3 | 177 | -5.3% | -5.4%
CC(C)OC(=O)C1=C(N)N2C(=O)CSC2=C(C(=O)OC(C)C)C1 | 1.2 | 162 | -0.9 | 75.0 | 76.0 | -1.2 | 162 | -45.5% | -29.5%
C=C1c2ccc(C)cc2NC(=O)N1c1ccccc1 | 9.2 | 181 | -6.4 | 80.1 | 86.5 | -9.2 | 181 | -3.0% | -40.9%
COC(=O)c1ccc(NC(=O)c2ccco2)cc1 | · | · | 20.7 | 110.7 | 90.0 | · | · | -3.6% | 18.0%
Cc1ccc(N(CN2CCCC2=O)C(=O)c2ccc(C)c(C)c2)cc1 | 11.3 | 142 | 5.8 | 92.1 | 86.3 | -11.3 | 142 | 2.4% | -42.3%
O=C(CSc1nnc(-c2ccco2)n1Cc1ccco1)NCc1cccs1 | -9.4 | 165 | 2.0 | 86.2 | 84.2 | 9.4 | 165 | 3.7% | 13.0%
O=C(O)CCCC(=O)NS(=O)(=O)c1ccc(Cl)cc1 | -5.4 | 95 | 10.8 | 88.2 | 77.4 | 5.4 | 95 | -5.8% | -8.7%
CCOC(=O)CSC1=C(C#N)C(c2ccccc2Cl)C(C(=O)OC)C(=O)N1 (stereo unspecified) | 0.0 | 225 | 0.7 | 81.2 | 80.5 | 0.0 | 225 | 2.0% | -7.8%
COc1cc(C2C(C(C)=O)=C(O)C(=O)N2c2ccc(Br)cn2)ccc1O (stereo unspecified) | -2.1 | 137 | · | · | · | 2.1 | 137 | -14.2% | 8.3%
CCO/C(C)=N/n1c2nc3ccccc3nc2c2c(=O)n(CC(C)C)c(C)nc21 | -7.7 | 135 | -6.5 | 84.7 | 91.1 | 7.7 | 135 | -6.3% | -27.3%
O=C(Nc1ccccc1[N+](=O)[O-])c1nc[nH]c1C(=O)NCCO | 6.6 | 148 | · | · | · | -6.6 | 148 | 6.0% | -55.1%
CC(C)C[C@H](NC(=O)OC(C)(C)C)C(=O)N1CCC(C(=O)N[C@@H](Cc2ccccc2)C(=O)O)CC1 | ? | · | 2.9 | 96.6 | 93.6 | -65.4 | 131 | -17.6% | ·
O=C(CCCn1c(=O)[nH]c2cc(Cl)ccc2c1=O)NC1CCCCCCC1 | -8.6 | 122 | -1.5 | 73.7 | 75.2 | 8.6 | 122 | 6.5% | -19.7%
COc1cc(-c2nnc(SC(C)C(=O)Nc3c(C)n(C)n(-c4ccccc4)c3=O)o2)cc(OC)c1OC (stereo unspecified) | -6.5 | 56 | -6.8 | 84.1 | 91.0 | 6.5 | 56 | 9.1% | -99.3%
CCN(CC)CCCN1C(=O)C(=O)/C(=C(/O)c2ccc3c(c2)OCO3)C1c1ccccn1 (stereo unspecified) | 0.8 | 140 | -16.8 | 96.5 | 113.2 | -0.8 | 140 | · | ·
CCCCOC(=O)Nc1cc(OC)c(Cl)cc1OC | · | · | 4.5 | 77.6 | 73.0 | · | · | -6.9% | -24.4%
O=C(Cn1nc(-c2ccccc2F)ccc1=O)NCc1ccc2c(c1)OCO2 | 4.5 | 148 | -2.9 | 99.7 | 102.6 | -4.5 | 148 | 2.6% | 17.6%
COc1ccc(CNC(=O)c2ccc3c(c2)N(C)C(=O)CS3=O)cc1 (stereo unspecified) | 2.6 | 182 | -1.9 | 94.9 | 96.8 | -2.6 | 182 | 12.1% | -33.0%
O=C(CC(=O)NCc1cccnc1)NCc1cccnc1 | 15.4 | 209 | 4.6 | 90.2 | 85.6 | -15.4 | 209 | 15.3% | 5.0%
CCCCOc1ccc(CNC(=O)NS(=O)(=O)c2ccc(OCC)cc2)cc1 | 4.5 | 172 | -8.7 | 85.8 | 94.5 | -4.5 | 172 | 14.7% | -48.1%
Cc1ccc(S(=O)(=O)Nc2ccc3nc(N)sc3c2)cc1 | 7.1 | 78 | 11.6 | 102.1 | 90.6 | -7.1 | 78 | -6.4% | -25.1%
CN(C)C(=S)NC1(C)CCS(=O)(=O)C1 (stereo unspecified) | 17.9 | 180 | · | · | · | -17.9 | 180 | 5.4% | -4.2%
Cc1ccc2nc(C)cc(N3CCOCC3)c2c1 | 14.9 | 65 | 9.7 | 102.0 | 92.3 | -14.9 | 65 | -5.0% | -4.9%
COc1ccc(-c2cc(C(F)(F)F)n3ncc(C(=O)NCC4CCCO4)c3n2)cc1 (stereo unspecified) | 20.1 | 123 | 2.1 | 20.4 | 18.3 | -20.1 | 123 | -0.8% | -2.0%
SMILES | IL1B NFkB pot | IL1B NFkB pot cell count 2 µM | MRP resist rev | MRP resist rev cytotoxicity | MRP resist rev with doxorubicin | NFkB transloc inh | NFkB transloc inh cell count 2 µM | Bcl-B displacement | PLAP inhibitors HTS
CCCC(c1nnnn1Cc1cccs1)N1CCN(c2ccc(OC)cc2)CC1 (stereo unspecified) | 5.0 | 140 | -5.7 | 97.0 | 102.7 | -5.0 | 140 | -2.8% | -9.2%
COc1cc2cc(CN(Cc3nnnn3Cc3ccccc3)CC3CCCO3)c(=O)[nH]c2cc1OC (stereo unspecified) | 28.8 | 113 | -7.2 | 98.8 | 106.0 | -28.8 | 113 | -0.7% | -70.3%
COc1cccc(-n2c(C)nn(C)c2=O)c1 | · | · | · | · | · | · | · | 0.0% | -21.0%
CCOC(=O)c1cc(-c2ccccc2)sc1NC(=O)CC(C)C | 4.4 | 119 | · | · | · | -4.4 | 119 | -2.7% | 4.5%
Cc1ccc(CNC(=O)c2ccc(N3CCCC3=O)cc2)cc1 | -5.2 | 130 | 5.3 | 101.3 | 96.1 | 5.2 | 130 | -4.9% | 3.5%
O=C1CN(C(=O)COC(=O)COc2ccc3c(c2)CCC3)c2ccccc2N1 | 2.8 | 86 | 4.7 | 90.1 | 85.5 | -2.8 | 86 | -1.4% | 11.9%
Cc1cc(NC(=O)c2cc3ncc(Br)cn3n2)no1 | 0.6 | 110 | -3.2 | 99.2 | 102.4 | -0.6 | 110 | -1.5% | 12.0%
Nc1nc2n(c1C(=O)c1ccccc1)CCC2 | 4.8 | 105 | 11.0 | 99.1 | 88.0 | -4.8 | 105 | -0.8% | -2.2%

Not all compounds are listed; count on the stated rates, not on these rows.
